High-throughput results deposited in PubChem BioAssay by The Scripps Research Institute Molecular Screening Center.
AHR activator: AHR activators, primary screen, cell-based, luminescence, luciferase reporter, human; AHR-responsive luciferase reporter cells; activation, % at 5 µM; 320,000 tested, 2.5% active; AID 2796, 2010; in the data active = activation above about 47%;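 note: 0% = vehicle wells and 100% = reference agonist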
Target sequence (P35869 whole entry, looked up): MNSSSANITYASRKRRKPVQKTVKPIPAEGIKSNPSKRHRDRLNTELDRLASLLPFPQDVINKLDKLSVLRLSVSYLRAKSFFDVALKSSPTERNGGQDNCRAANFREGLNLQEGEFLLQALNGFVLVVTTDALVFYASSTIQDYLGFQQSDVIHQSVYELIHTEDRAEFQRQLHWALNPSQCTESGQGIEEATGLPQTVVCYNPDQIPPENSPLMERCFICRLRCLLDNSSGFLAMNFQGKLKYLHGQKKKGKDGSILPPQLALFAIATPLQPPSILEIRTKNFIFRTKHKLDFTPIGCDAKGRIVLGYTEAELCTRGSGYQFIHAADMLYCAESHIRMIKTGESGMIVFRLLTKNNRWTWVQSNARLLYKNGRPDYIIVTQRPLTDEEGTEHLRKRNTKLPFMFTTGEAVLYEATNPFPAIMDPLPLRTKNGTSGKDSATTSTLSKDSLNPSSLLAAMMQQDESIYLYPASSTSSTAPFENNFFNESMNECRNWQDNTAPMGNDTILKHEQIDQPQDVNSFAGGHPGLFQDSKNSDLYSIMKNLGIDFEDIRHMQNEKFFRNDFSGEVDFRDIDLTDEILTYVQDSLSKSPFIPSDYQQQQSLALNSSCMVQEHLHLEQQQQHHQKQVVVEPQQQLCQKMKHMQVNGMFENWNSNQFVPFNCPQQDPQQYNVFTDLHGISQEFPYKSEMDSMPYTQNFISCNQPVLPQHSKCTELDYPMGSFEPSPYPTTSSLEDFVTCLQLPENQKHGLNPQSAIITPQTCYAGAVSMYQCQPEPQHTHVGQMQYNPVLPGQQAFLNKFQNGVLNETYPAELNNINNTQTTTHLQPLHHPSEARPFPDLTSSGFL
PP5 inh: PP5 phosphatase inhibitors, primary screen, biochemical, fluorescence; purified PP5c, OMFP substrate fluorescence; AID 1987, 2009; 320,000 tested, 0.18% active; inhibition, % at 6.7 µM;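 active = inhibition above the campaign's mean inhibition across all tested compounds plus 3 SD, cut at about 9.5% in these data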;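 note: 0% = DMSO only and 100% = 100 µM cantharidin control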
Fh CTSL1 inh: Fasciola hepatica cathepsin L1 inhibitors, primary screen, counter-screen for PFM18AAP inhibitor project, biochemical, QFRET, fluorogenic peptide substrate | recombinant F. hepatica cathepsin L1, Z-Leu-Arg-MCA fluorescence | inhibition, % at 5.96 µM | 300,000 tested, 0.49% active;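 active = inhibition above the mean of all tested compounds plus 3 SD, set per screening campaign, cut at about 17% in these data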;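 note: 0% = plate median of test compound wells and 100% = 1 µM Z-Phe-Ala-diazomethylketone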
PP1 inh: PP1-alpha phosphatase inhibitors, primary screen, counter-screen for PP5 inhibitor project, biochemical, fluorescence, OMFP substrate, single point; 320,000 tested, 0.9% active; AID 2235, 2010; inhibition, % at 6.7 µM; purified PP1alpha;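 active = inhibition above the mean inhibition of all tested compounds plus 3 SD, computed separately for each screening campaign, cut at about 15% in these data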
TPT1 inhibitor: Candida albicans TPT1 enzyme inhibitors, primary screen, biochemical, fluorescence polarization; recombinant caTPT1, FP RNA substrate dephosphorylation; inhibition, % at 5 µM; tRNA 2'-phosphotransferase TPT1 (Candida albicans SC5314); 300,000 tested, 0.81% active;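 active = inhibition above the mean of all tested compounds plus 3 SD, set per screening campaign, cut at about 24% in these data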;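 note: plate controls were DMSO alone for no effect and ferristatin control at 100 nM for full effect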
proCasp3 act: activators of human procaspase-3 D3A mutant, primary screen, biochemical, absorbance, PC-3 D3A mutant, single concentration. activation, % at 8.5 µM. Caspase-3 (Homo sapiens), P42574. recombinant procaspase-3 D3A, Ac-DEVD-pNA absorbance 405 nm. 330,000 tested, 0.11% active;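 active = activation above the mean of all tested compounds plus 3 SD, cut at about 21% in these data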;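 note: 0% = DMSO alone and 100% = DMSO wells spiked with extra 5 µM PC-3 D3A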
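Assay system – Procaspase-3 D3A mutant · Benchmarks – DMSO low control, extra-enzyme high control · Technique – 405 nm absorbance of p-nitroaniline, reads at 0 and 120 min · Doses – 8.5 µM nominal · Measure – % activation between DMSO and enzyme-spiked controls · Also added – Ac-DEVD-pNA chromogenic peptide substrate · Schedule – 1 h compound preincubation, 2 h substrate hydrolysis at 25 °C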
PAFAH2 inh: PAFAH2 enzyme inhibitors, primary screen, biochemical, fluorescence polarization, human. recombinant PAFAH2, FP-rhodamine activity probe. inhibition, % at 3.39 µM. AID 492956, 2010. Platelet-activating factor acetylhydrolase 2, cytoplasmic (Homo sapiens), Q99487. 340,000 tested, 0.99% active;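 active = inhibition above the mean over all tested compounds plus 3 SD, cut at about 30% in these data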;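 note: inhibitors block probe labeling of enzyme so polarization drops; 0% = enzyme with DMSO and 100% = wells lacking PAFAH2 protein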
HCV core dimer: inhibitors of HCV core protein dimerization, primary screen, biochemical, TR-FRET, high-throughput; TR-FRET GST/Flag-core106 dimerization, 1536-well; inhibition, % at 5 µM; 300,000 tested, 0.33% active;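 active = inhibition above the mean of all tested compounds plus 3 SD, set per screening campaign, cut at about 45% in these data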
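System: GST-tagged and Flag-tagged HCV core protein residues 1-106 / Input: core106 proteins, GST 13.5 nM and Flag 17 nM / Buffer or medium: KF-containing HEPES buffer, pH 7.45, DTT, CHAPS, BSA / Probe or stimulus: Eu-anti-GST and XL665-anti-Flag labelled anti-tag antibodies / Schedule: 4 h, 22.5 °C incubation / Technique: TR-FRET 671 and 617 nm emission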
procasp7 counter: procaspase-7 activators, primary screen, counter-screen for procaspase-3 activator project, biochemical, absorbance, HTS, human; Caspase-7 (Homo sapiens), P55210; recombinant procaspase-7, Ac-DEVD-pNA absorbance 405 nm; D23A/D198A/D206A triple mutant, cannot self-cleave; scale: DMSO 0, 5 µM enzyme 100; activation, % at 8.5 µM; 330,000 tested, 0.093% active;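 active = percent activation above the screen-wide mean plus 3 SD, cut at about 25% in these data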
Target sequence (P55210 whole entry D23A/D198A/D206A): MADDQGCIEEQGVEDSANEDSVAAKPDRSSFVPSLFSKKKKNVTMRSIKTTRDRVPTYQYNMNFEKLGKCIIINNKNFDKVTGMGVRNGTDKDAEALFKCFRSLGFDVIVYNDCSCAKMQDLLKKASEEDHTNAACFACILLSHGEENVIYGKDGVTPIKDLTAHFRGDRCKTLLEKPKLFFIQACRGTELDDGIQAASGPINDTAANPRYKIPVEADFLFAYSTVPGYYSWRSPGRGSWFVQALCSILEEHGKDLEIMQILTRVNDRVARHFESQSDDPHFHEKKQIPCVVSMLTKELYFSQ
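Assay system: Uncleavable procaspase-7 mutant enzyme / Input: 2 µM procaspase-7 mutant as dispensed / Dosing: single nominal 8.5 µM compound dose, 0.8% DMSO final / Timing: 1 h enzyme–compound preincubation and 2 h substrate reaction, both 25 °C / Detection: p-Nitroaniline absorbance at 405 nm, read at 0 and 120 min / Replication: singlicate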
Numbers without * were called inactive; x = no result given.

SMILES | AHR activator | PP5 inh | Fh CTSL1 inh | PP1 inh | TPT1 inhibitor | proCasp3 act | PAFAH2 inh | HCV core dimer | procasp7 counter
Cc1ccc2cc(CNC(C)(C)C)c(=O)[nH]c2c1 | 8 | -0.9 | 4 | 3 | 5 | 7 | 7 | 16 | 4
Cc1nc2ccc(N=NC3=C(O)CCCC3=O)cc2s1 | 13 | 1.0 | 2 | -8 | 3 | -2 | -1 | -4 | -4
O=C(CN1CCN(Cc2ccccc2F)C1=O)NC1CCCC1 | -1 | -1.0 | -3 | -3 | -3 | 7 | -4 | 0 | 5
Clc1ccccc1OCCCCN1CCCC1 | 0 | 3.3 | 4 | 1 | 3 | 2 | 11 | -4 | 1
O=C(CSc1nc2ccccc2c(=O)[nH]1)N1CCCCCC1 | 8 | 2.0 | 0 | -1 | -4 | -5 | 0 | 1 | -10
CC(=O)c1ccc(Oc2nc(-c3cccnc3)nc3ccccc23)cc1 | 12 | -0.1 | 4 | 0 | 5 | 4 | 7 | 14 | 3
COc1ccc(OC)c(C(c2nnnn2Cc2ccccc2)N2CCC(C(N)=O)CC2)c1 (stereo not drawn) | -2 | 1.0 | 8 | -1 | -1 | 4 | 1 | -1 | 1
C=CCOc1ccc(C(=O)N(Cc2ccc(N(C)C)cc2)C2CCS(=O)(=O)C2)cc1 (stereo not drawn) | 8 | 0.8 | 3 | 2 | -4 | -5 | 4 | 19 | 11
CCN(c1ccc(NC(=O)COC(=O)c2cc3ccccc3oc2=O)cc1)C(C)C | 5 | 4.4 | -1 | 5 | -2 | -3 | 12 | -4 | 8
N#Cc1c(NC(=O)CSc2nc3ccccc3s2)sc2c1CCCC2 | 34 | 0.2 | -1 | -3 | 0 | 3 | 1 | 10 | 5
CCCCSc1nnc2c(n1)OC=Nc1ccccc1-2 | 2 | -0.5 | 5 | -2 | -4 | 0 | 9 | 2 | 4
CC(OC(=O)CN1C(=O)C2CCCCC2C1=O)C(=O)Nc1ncc(Cl)cc1Cl (stereo not drawn) | -1 | 4.8 | 6 | 1 | 1 | 5 | -4 | 1 | -11
CCOC(=O)[C@@H]1[C@H]2COc3cc(OC)ccc3[C@H]2N2C(=O)N(c3ccc(C(F)(F)F)cc3)C(=O)[C@@]12C | -2 | 3.5 | 0 | 3 | 1 | -6 | -2 | 15 | -5
C=CC[n+]1c(-c2ccc(OCC)cc2)csc1NNC(=O)Nc1ccccc1 | 4 | 4.3 | 2 | 9 | 12 | -4 | 3 | 2 | -1
N#C/C(=C/c1ccc(OCc2ccccc2)cc1)C(=O)NC1CCCCC1 | 2 | 0.5 | -3 | -2 | -4 | 2 | -4 | 20 | -4
O=C(NNC(=O)c1ccncc1)Nc1cccc([N+](=O)[O-])c1 | 17 | -0.5 | 2 | -1 | 3 | 1 | -10 | 2 | 2
CCc1c(C)nc2ncnn2c1N1CCC(C(=O)Nc2cccc(C(C)=O)c2)CC1 | 1 | 1.8 | -3 | 1 | -4 | 13 | -9 | -2 | -2
C/C(=C(\C#N)C(=O)NCCCN1CCOCC1)N(C)C | -2 | 1.2 | -6 | -4 | -3 | 2 | 6 | -3 | 3
COc1ccccc1/C=C/CN1CCCC(CCC(=O)NCc2ccc(F)c(F)c2)C1 (stereo not drawn) | 7 | 2.1 | 4 | -1 | 4 | -2 | 0 | 0 | 10
c1ccc(-c2nc3ccccc3c3nncn23)cc1 | 97* | -1.5 | 1 | -4 | -1 | 10 | -2 | -2 | -1
CCOC(=O)COc1cc(O)c2c(=O)cc(-c3ccccc3)oc2c1 | 13 | 2.6 | 2 | -1 | 1 | -4 | 1 | 2 | 3
Cc1ccc(NC(=O)C(NS(=O)(=O)c2cccc3nsnc23)C(C)C)nc1 (stereo not drawn) | -2 | 0.7 | 4 | 0 | -4 | 14 | -5 | 1 | -2
CCOC(=O)c1nnsc1NC(C)=O | 0 | -2.5 | 5 | -2 | -4 | 0 | 10 | -4 | 0
COc1ccc(N(CC(=O)N2CCCCC2)S(=O)(=O)c2ccccc2)c(OC)c1 | -2 | 2.0 | -3 | -3 | 0 | -5 | -3 | 5 | -4
NC(=O)C1CCN(CC(=O)Nc2ccc3c(c2)OCCO3)CC1 | -2 | x | x | x | x | -2 | 7 | x | 9

Later entries:
SMILES | AHR activator | PP5 inh | Fh CTSL1 inh | PP1 inh | TPT1 inhibitor | proCasp3 act | PAFAH2 inh | HCV core dimer | procasp7 counter
CCOC(=O)/C(C#N)=C/c1cn(CCC(=O)O)nc1-c1ccc(Br)cc1 | 4 | -1.9 | 11 | -1 | -2 | 6 | 2 | 8 | 4
COC(=O)CCCCCNc1ccc(C(=O)OC)cc1N | 3 | -1.1 | 2 | 2 | -1 | -8 | 0 | -8 | 7
Cn1c(SCC(=O)NC(c2ccccc2)c2ccccc2)nnc1-c1cccs1 | 2 | 1.7 | -1 | -2 | -3 | 3 | -4 | 9 | 9
COc1ccccc1-n1c(SCC(=O)Nc2cc(C)on2)nc2c(c1=O)SCC2 | 1 | -1.1 | 0 | -5 | -5 | 3 | 5 | -3 | 2
O=C(Nc1cccc(NC(=O)c2ccccc2F)c1)c1ccccc1 | 10 | 1.2 | -5 | 0 | 2 | -3 | 1 | 4 | -5
O=C(COc1ccc(F)cc1)OCCN1CCOCC1 | -2 | 1.2 | -3 | -3 | -3 | 3 | 5 | -7 | 8
Cn1ncc(Cl)c1C(=O)NC(=S)Nc1sc2c(c1C#N)CCCCC2 | 3 | 1.6 | -1 | -4 | 2 | -4 | 0 | 0 | -15
O=C(COc1ccccc1)NCC(=O)Nc1cccc2ccccc12 | 40 | 2.3 | -7 | -4 | 0 | -3 | -4 | 4 | 1
O=C(COC(=O)c1cc(=O)c2ccccc2o1)Nc1cc(Cl)ccc1Cl | 4 | 3.5 | x | 1 | x | 0 | 4 | x | 2
COc1ccccc1-c1coc2c(CN(C)C)c(O)ccc2c1=O | -1 | -2.8 | 2 | -2 | 2 | -5 | 1 | 15 | 9
Cc1cccc(-n2c(CNC(=O)COc3ccccc3)nnc2SCC(=O)Nc2nccs2)c1 | 0 | -0.9 | 3 | -3 | -5 | -3 | -8 | 0 | -13
O=C(NC1(C(F)(F)F)C(=O)Nc2c1c(=O)[nH]c(=O)n2Cc1ccco1)C1CC1 (stereo not drawn) | 5 | -0.1 | 0 | -1 | 1 | 4 | -2 | -4 | 0
Cc1cc(C)c(C(=O)CSc2nnc(C)s2)c(C)c1 | 0 | 2.2 | -2 | -5 | -3 | 5 | -2 | -9 | 3
CSc1nc(Cc2ccccc2)nc2ccccc12 | -3 | 0.1 | -4 | -8 | 3 | -8 | 11 | 4 | 8
CCOc1cc(/C=N/NC(=O)C(C)Sc2ccccn2)ccc1O (stereo not drawn) | 5 | -1.0 | 0 | 0 | -3 | -3 | -2 | -8 | -11
CCOc1ccc(S(=O)(=O)N2Cc3ccccc3CC2C(=O)O)cc1 (stereo not drawn) | 1 | 2.3 | -3 | -4 | 1 | -3 | -1 | -3 | 0
COc1cc(C2=NOC(C(=O)Nc3cccnc3)C2)cc(OC)c1OC (stereo not drawn) | 1 | -1.5 | -1 | -3 | 1 | 0 | 4 | 0 | 1
COc1ccc(/C(O)=C2/C(=O)C(=O)N(c3ncccn3)C2c2ccc(OC)c(OC)c2)cc1 (stereo not drawn) | 4 | 1.5 | -1 | 0 | -3 | -3 | -3 | -7 | -9
Cc1noc(NS(=O)(=O)c2ccc(NC(=O)c3ccoc3C)cc2)c1C | 0 | -2.3 | 0 | -3 | 1 | -1 | 14 | -4 | 0
Cc1cc(C)cc(C(=O)OCC(=O)NCc2ccco2)c1 | -2 | x | x | x | x | 1 | 20 | x | 3
CCOC(=O)C1CCN(S(=O)(=O)c2ccc(CNC(=O)c3ccccc3)s2)CC1 | 4 | 3.5 | -4 | -5 | 5 | 4 | -7 | -4 | 4
Cc1cc(CNC(=O)C2CCC(=O)N(Cc3ccccc3F)C2)on1 (stereo not drawn) | 1 | 3.2 | -1 | 3 | 2 | -5 | 2 | 2 | 0
COc1ccc(NC(=O)CCCC(=O)NCCc2ccc(OC)c(OC)c2)cc1 | 2 | 3.3 | -3 | 0 | -2 | 7 | 3 | 1 | -8
N#CCSc1nnc(Cc2cccs2)n1C1CCCCC1 | 2 | 0.9 | -4 | 0 | 3 | -5 | -11 | -2 | 7
COCCn1c(SCC(=O)NC(=O)NC(C)C)nc2ccccc21 | 3 | 2.3 | -1 | -4 | -4 | -10 | 5 | 1 | 2

Structural class, those above with a CF3 group
SMILES | AHR activator | PP5 inh | Fh CTSL1 inh | PP1 inh | TPT1 inhibitor | proCasp3 act | PAFAH2 inh | HCV core dimer | procasp7 counter
CCOC(=O)[C@@H]1[C@H]2COc3cc(OC)ccc3[C@H]2N2C(=O)N(c3ccc(C(F)(F)F)cc3)C(=O)[C@@]12C | -2 | 3.5 | 0 | 3 | 1 | -6 | -2 | 15 | -5
O=C(NC1(C(F)(F)F)C(=O)Nc2c1c(=O)[nH]c(=O)n2Cc1ccco1)C1CC1 (stereo not drawn) | 5 | -0.1 | 0 | -1 | 1 | 4 | -2 | -4 | 0

The results go on:
SMILES | AHR activator | PP5 inh | Fh CTSL1 inh | PP1 inh | TPT1 inhibitor | proCasp3 act | PAFAH2 inh | HCV core dimer | procasp7 counter
O=C(c1ccco1)N1CCN(C(c2cccs2)c2nnnn2C2CCCC2)CC1 (stereo not drawn) | -3 | -2.1 | 7 | 3 | 0 | -4 | 3 | 2 | -2
Cc1ccc(C)c(OCCC(=O)N(C)CC(=O)Nc2c(C)cccc2C)c1 | -1 | -0.8 | x | -4 | x | -2 | -3 | x | 4
CCC(C)n1c(SCC(=O)NC2CCCC2)nc2ccccc2c1=O (stereo not drawn) | -3 | -0.7 | 2 | -3 | -2 | -1 | 2 | 1 | -3
COCCNCCCOc1ccc(Br)cc1Cl | 2 | 2.1 | -7 | -3 | -1 | 4 | -12 | -11 | 4
CCCCC/C=N\NC(=O)Cc1ccc([N+](=O)[O-])cc1 | 15 | 2.4 | 1 | -2 | -3 | 1 | 0 | -1 | -1
COc1cc(NC(=O)Cn2cnc(S(=O)(=O)N3CCOCC3)c2)cc(OC)c1OC | -2 | 0.5 | -2 | -1 | -3 | 18 | -1 | -1 | 1
Cc1oc(C(C)(C)C)cc1C(=O)Nc1ccc2c(c1)OCCO2 | 7 | 5.5 | -2 | -2 | 3 | -1 | 9 | 2 | -6
O=C(O)C1CCC1C(=O)Nc1nc(-c2ccc(Cl)s2)cs1 (stereo not drawn) | 0 | 1.4 | -6 | -4 | 0 | -5 | -5 | -3 | 5
